Screening results: PubChem BioAssay, several laboratories
MITF TRPM1 inh = inhibitors of MITF-dependent TRPM1 promoter reporter, primary screen, cell-based, SK-MEL-5, single point, luciferase | SK-MEL-5 TRPM1 promoter luciferase, 24 h | inhibition, % at 12.5 µM | hit rate 0.83% among 330,000;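 active = mean inhibition across replicates of 60% or more, whatever share of single replicates reaches that level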; also: values of inactives mirror those of a sister screen read the other way
KKLEB cytotox = cytotoxicity in KKLEB CF airway cells, primary screen, cytotoxicity control for CF NF-kB inhibitor project, cell-based, uHTS, fluorescence assay plates | KKLEB CF airway cells viability, ATPlite luminescence, overnight; stronger effect = lower value; cells stimulated with P. aeruginosa culture filtrate | activity change (cytotoxicity), % at 5 µM | hit rate 0.36% among 360,000 | AID 602141, 2011;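 active = corrected activity change at or below -50% at 5 µM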
CF NFkB block = inhibitors of PAF-induced NF-kB signaling, primary screen, cell-based, GFP fluorescence, uHTS | hit rate 0.86% among 360,000 | inhibition, % at 5 µM | KKLEB NF-kB-GFP reporter, GFP fluorescence overnight;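 active = at least 50% inhibition at 5 µM, scaled per plate between neutral and stimulator controls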;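 also: PAF is a Pseudomonas aeruginosa culture filtrate used as stimulus; plate controls were PAF-stimulated DMSO wells for no effect and unstimulated DMSO wells for full effect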
Shn3 inh set2 = reduction of Shn3 3'UTR firefly luciferase signal, primary screen, Schnurri-3 inhibitor project, cell-based, Clone20 osteoblasts, set 2; Clone20 osteoblast Shn3 3'UTR firefly luciferase, 24 h; inhibition, % at 12.5 µM; hit rate 0.52% among 360,000; AID 588674, 2011;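 active = mean inhibition of at least 75% with every replicate also reaching 75%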;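 also: 0% = median of neutral control wells and 100% = pilot-screen positive control compound; some compounds past the cut are filed as inactive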
NR2E3 ag-1 = NR2E3 agonists in two-hybrid cells, primary screen, cell-based, luminescence, CHO-S, Gal4-NCOR/VP16-NR2E3. Photoreceptor-specific nuclear receptor (Homo sapiens), Q9Y5X4. luciferase. inhibition of corepressor binding, % at 3.98 µM. hit rate 0.35% among 360,000. AID 602229, 2012;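 active = inhibition above the mean of all tested compounds plus 3 SD, cut at about 70% in these data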;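 also: 0% = DMSO with NR2E3 transfected cells and 100% = cells lacking NR2E3 construct; higher means lower luciferase signal from less NR2E3 corepressor binding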
Target sequence (Q9Y5X4 whole entry, looked up, the tested form may be a part): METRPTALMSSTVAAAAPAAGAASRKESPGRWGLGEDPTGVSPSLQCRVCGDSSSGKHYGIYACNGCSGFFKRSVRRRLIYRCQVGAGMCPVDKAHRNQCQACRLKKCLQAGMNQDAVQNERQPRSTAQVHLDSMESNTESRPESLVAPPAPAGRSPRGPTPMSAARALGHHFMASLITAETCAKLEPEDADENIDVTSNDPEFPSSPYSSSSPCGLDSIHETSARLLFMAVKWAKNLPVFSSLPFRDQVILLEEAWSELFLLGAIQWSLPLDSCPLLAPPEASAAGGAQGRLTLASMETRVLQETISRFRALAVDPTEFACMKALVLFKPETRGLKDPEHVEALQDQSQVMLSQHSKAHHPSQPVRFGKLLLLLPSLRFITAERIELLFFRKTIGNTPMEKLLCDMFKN
TROY NFkB inh = inhibitors of TROY-driven NF-kB signaling, primary screen, Q293 LMP1-TROYcd cells, NF-kB luciferase, uHTS; Q293 LMP1-TROYcd NF-kB luciferase reporter, 4 h; inhibition, % at 10 µM; hit rate 0.98% among 360,000; AID 1347056, 2019;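 active = compounds whose plate-normalised and pattern-corrected inhibition of the luciferase reporter signal at the single screening dose is 50% or more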
C8 TRAIL sens = viability loss with TRAIL in NB7+C8 cells, primary screen, TRAIL sensitizer project, cell-based, ATPlite luminescence. hit rate 1% among 360,000. inhibition (viability loss, TRAIL sensitization), % at 10 µM. AID 624354, 2012;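 active = compounds causing at least 50% loss of cell viability in the single-dose screen, relative to plate controls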
NR2E3 ag-2 = inhibitors of NR2E3-RetCOR corepressor binding, primary screen, NR2E3 agonist project, biochemical, TR-FRET, GST-NR2E3, biotin-RetCOR | 1536-well | inhibition of corepressor binding, % at 4.78 µM | hit rate 0.12% among 320,000 | AID 2300, 2010;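 active = percent inhibition above the cutoff of mean plus 3 SD of all tested compounds, set per screening campaign, cut at about 20% in these data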;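 also: 0% = DMSO wells and 100% = biotin wells as full block of FRET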
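System: GST-tagged NR2E3 plus biotinylated RetCOR corepressor; Buffer or medium: pH 7.5 Tris-based buffer; Probe or stimulus: RetCOR corepressor, biotinylated, 7 nM; Doses: compound at 4.8 µM, single dose; Schedule: 5 h incubation at 4 °C; Technique: time-resolved FRET; Evaluation: percent inhibition of TR-FRET ratio; Replication: one well per compound, singlicate testing.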
TWEAK Fn14 block = inhibitors of TWEAK-Fn14 signaling, primary screen, luciferase reporter cells, uHTS. TWEAK-stimulated Fn14 reporter cells, luciferase luminescence, 8 h. inhibition, % at 10 µM. hit rate 2% among 360,000; in the data active = inhibition above about 50%
Peg3 promoter = Peg3 promoter-driven luciferase inhibitors, primary screen, cell-based, HeLa, luciferase luminescence. HeLa PEG-Prom luciferase reporter, overnight. inhibition, % at 20 µM. hit rate 1.7% among 360,000;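 active = inhibition of at least 50% at 20 µM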
HIF-2a inh = HIF-2a reporter inhibitors, primary screen, luminescence, 786-0 RCC cells; 786-0 RCC cells HIF-2a reporter, luciferase luminescence, overnight; inhibition, % at 18.8 µM; hit rate 0.72% among 360,000;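 active = inhibition of the luminescence signal of 40% or more relative to plate controls, in a single-dose primary screen at 18.75 µM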
Active calls of the source: *; / = no result given.

Fields: CF NFkB block | HIF-2a inh | TROY NFkB inh | MITF TRPM1 inh | C8 TRAIL sens | NR2E3 ag-2 | TWEAK Fn14 block | NR2E3 ag-1 | Shn3 inh set2 | KKLEB cytotox | Peg3 promoter
COc1ccc(/C=C2\Oc3cc(OCC(=O)N4CC(O)C[C@H]4C(=O)O)ccc3C2=O)c(OC)c1OC (stereo partly specified)
  0 | -9 | -19 | 9 | 5 | -2 | 1 | -5 | -10 | 4 | -3
CCN1CCN(C2=C(NS(=O)(=O)c3ccc(Br)cc3)C(=O)c3ccccc3C2=O)CC1
  25 | -33 | 3 | 90* | 45 | -3 | -14 | -22 | -28 | 1 | -8
O=C(CSc1nnc(C2CC2)n1CC1CCCO1)Nc1ccc(Cl)cc1 (stereo unspecified)
  6 | -52 | -45 | -11 | 0 | 5 | -29 | -6 | -4 | -8 | -22
COc1ccc(C(=O)NCC(=O)NCc2ccncc2)cc1
  10 | 13 | 4 | -5 | -4 | / | 13 | -11 | 5 | -8 | -3
C=C1C(=O)[C@]23C[C@H]1CCC2[C@]1(C)CCC[C@@](C)(C(=O)O)C1C[C@@H]3O (stereo partly specified)
  93* | 88* | 59* | / | -7 | / | 97* | 44 | 89* | -83* | 99*
O=C(COc1ccc(Br)cc1)Nc1cc(S(=O)(=O)N2CCCCC2)ccc1N1CCCCC1
  16 | 21 | -23 | -21 | 12 | 2 | 3 | 14 | -4 | 2 | 21
CCCN(CCC)C(=O)CC(c1ccccc1)c1ccco1 (stereo unspecified)
  -12 | 11 | 16 | 0 | 4 | 3 | 11 | 10 | / | -8 | 11
CC(NC(=S)NNS(=O)(=O)c1ccc(C(C)(C)C)cc1)c1ccccc1 (stereo unspecified)
  11 | 10 | 6 | 5 | -24 | -3 | 10 | -14 | -9 | 9 | 13
Cc1c(CCC(=O)O)c(=O)oc2cc3occ(-c4ccc(F)cc4)c3cc12
  -12 | 40 | 10 | -4 | -11 | -4 | -8 | -8 | 15 | -8 | 5
Cc1ccccc1OCC(O)CN1CCN(CCN2C(=O)c3cccc4cccc(c34)C2=O)CC1 (stereo unspecified)
  -51 | -27 | 7 | 4 | 0 | 6 | -32 | -6 | 24 | -2 | 30

5 consecutive compounds out of the list so far:
Fields: CF NFkB block | HIF-2a inh | TROY NFkB inh | MITF TRPM1 inh | C8 TRAIL sens | NR2E3 ag-2 | TWEAK Fn14 block | NR2E3 ag-1 | Shn3 inh set2 | KKLEB cytotox | Peg3 promoter
COc1ccc(/C=C2\Oc3cc(OCC(=O)N4CC(O)C[C@H]4C(=O)O)ccc3C2=O)c(OC)c1OC (stereo partly specified)
  0 | -9 | -19 | 9 | 5 | -2 | 1 | -5 | -10 | 4 | -3
CCN1CCN(C2=C(NS(=O)(=O)c3ccc(Br)cc3)C(=O)c3ccccc3C2=O)CC1
  25 | -33 | 3 | 90* | 45 | -3 | -14 | -22 | -28 | 1 | -8
O=C(CSc1nnc(C2CC2)n1CC1CCCO1)Nc1ccc(Cl)cc1 (stereo unspecified)
  6 | -52 | -45 | -11 | 0 | 5 | -29 | -6 | -4 | -8 | -22
COc1ccc(C(=O)NCC(=O)NCc2ccncc2)cc1
  10 | 13 | 4 | -5 | -4 | / | 13 | -11 | 5 | -8 | -3
C=C1C(=O)[C@]23C[C@H]1CCC2[C@]1(C)CCC[C@@](C)(C(=O)O)C1C[C@@H]3O (stereo partly specified)
  93* | 88* | 59* | / | -7 | / | 97* | 44 | 89* | -83* | 99*

Next part
Fields: CF NFkB block | HIF-2a inh | TROY NFkB inh | MITF TRPM1 inh | C8 TRAIL sens | NR2E3 ag-2 | TWEAK Fn14 block | NR2E3 ag-1 | Shn3 inh set2 | KKLEB cytotox | Peg3 promoter
COc1cc(C(=O)NCc2cn3cccc(C)c3n2)cc(OC)c1OC
  -14 | -5 | 9 | / | 5 | 1 | 16 | 0 | 8 | -6 | -9
Cc1ccc(Oc2nn[nH]n2)cc1
  9 | 7 | 8 | 5 | -9 | -1 | 9 | 12 | 3 | 7 | -6
O=C(CSCc1ccc(Cl)c(Cl)c1)Nc1c[nH]c(=O)[nH]c1=O
  -11 | 10 | -6 | -6 | -4 | 0 | -20 | 4 | -4 | 18 | -6
C[C@@H]1CN([C@@H](C)CO)C(=O)CCCn2nncc2CO[C@@H]1CN(C)S(=O)(=O)c1ccccc1C#N
  -20 | 5 | -6 | / | -7 | / | 4 | 3 | -19 | 4 | -13
C[C@@H]1CN([C@@H](C)CO)C(=O)CCCn2nncc2CO[C@H]1CN(C)C(=O)CCC(F)(F)F
  -38 | 7 | 6 | / | -16 | / | 7 | 14 | -17 | 13 | 9
CSc1cccc(NC(=O)c2cc(S(=O)(=O)N3CCCC3)cn2C)c1
  -6 | 1 | 4 | / | -5 | 3 | -4 | -11 | 0 | 2 | 30
COc1cccc(NC(=O)COC(=O)COc2ccccc2[N+](=O)[O-])c1
  -22 | -2 | -2 | 6 | -8 | -1 | 14 | -19 | 1 | 12 | -15
CCOC(=O)c1cc(NC(=O)c2cnccn2)cc(C(=O)OCC)c1
  -22 | 9 | -4 | 3 | -5 | 3 | 3 | -5 | 2 | 19 | 23
N/C(=N\OC(=O)CCC1CCCC1)c1ccc(Br)cc1
  7 | -116 | -38 | -19 | 0 | -1 | -43 | 6 | -7 | -14 | -34
O=C(c1ccccc1Oc1ccccc1)N1CCN(c2ccccc2)CC1
  -8 | 16 | -4 | -1 | 3 | 4 | -16 | 22 | -5 | -1 | 13
O=C(Cc1ccc(S(=O)(=O)N2CCOCC2)s1)NCCOc1ccccc1F
  -12 | -16 | -13 | -3 | -14 | -1 | 2 | -21 | 13 | -2 | -23
Oc1oc(-c2ccccc2Br)nc1C=Nc1ccc(Br)cn1
  13 | -4 | 0 | -33 | -2 | 1 | -9 | -36 | 13 | -7 | -6
COC(=O)c1ccc(COc2ccc(-c3nnn(CC(=O)NC(C)(C)C)n3)cc2)cc1
  -9 | 7 | 16 | 4 | -2 | 0 | 3 | -5 | 4 | 3 | 8
COc1ccc(NC(=O)CCS(=O)(=O)c2cc3c(cc2C)NC(=O)CO3)cc1
  -23 | 2 | 3 | 2 | 4 | 0 | -12 | 0 | 8 | 18 | 8
COC(=O)COc1ccc(-c2nccc(-c3ccc(Br)cc3)n2)cc1
  8 | 41* | -1 | 9 | -8 | -5 | 7 | -21 | -4 | 1 | 2
Cc1ccccc1NC(=O)N1CCN(S(=O)(=O)c2ccccc2)CC1
  14 | 16 | -4 | -12 | -2 | 3 | -5 | 17 | 2 | -16 | 15
COc1ccc(S(=O)(=O)N2CCN(c3cnccn3)CC2)cc1
  2 | 9 | 3 | -10 | -30 | / | -1 | -19 | 8 | -28 | 6
CC1CCCCC12NC(=O)N(CC(=O)Nc1ccc3c(c1)OCCCO3)C2=O (stereo unspecified)
  -7 | 0 | -1 | -10 | 3 | -1 | 12 | -15 | -22 | -24 | -7
COc1ccccc1-c1nnc(SCC(=O)N2CC(C)CC(C)C2)o1 (stereo unspecified)
  11 | 10 | -12 | 9 | -3 | 3 | 1 | -3 | 17 | -5 | 11
COc1ccc(Cc2nc3ccc(C(=O)N(C)C(C)c4ccon4)cc3o2)cc1 (stereo unspecified)
  6 | -105 | -20 | -61 | 10 | 1 | -24 | -34 | -12 | 2 | -98
Cc1ccc(NC2OC(C(O)CO)C(O)C2O)cc1[N+](=O)[O-] (stereo unspecified)
  -14 | 7 | -27 | -11 | 1 | -1 | -34 | 9 | -4 | -2 | 0
O=C(/C=C/c1ccco1)OCC(=O)N1CCCCC1
  12 | -116 | -27 | -44 | 2 | / | -5 | -14 | -22 | -25 | -143
O=C(NN=C1CCCC1)c1ccc(O)cc1O
  7 | 0 | -41 | -4 | 1 | 4 | -3 | -67 | -6 | -18 | 19
CNC(=O)c1cc2c(cn1)[nH]c1ccccc12
  -84 | -146 | -38 | -36 | 16 | 0 | 1 | -53 | -29 | -24 | -124
COc1ccc(C(=O)CN2C(=O)C(C)(C)Oc3ccc(C(=O)N4CCCCCC4)cc32)cc1
  -4 | 29 | 0 | -2 | 0 | 2 | 16 | -14 | 1 | 3 | 24
COc1ccc(/C=C/C(=O)NC(=S)Nc2ccc(S(N)(=O)=O)cc2)cc1
  -16 | 12 | 3 | 3 | -9 | 1 | -7 | 5 | 3 | 12 | 5
O=C(N/N=C(\CC(=O)c1cccs1)C(F)(F)F)c1ccncc1
  -12 | -14 | 3 | -7 | 17 | -6 | -12 | -3 | 24 | 7 | 6
O=C(Nc1ccnn1C1CCN(Cc2cccc(F)c2F)CC1)C1CCCC1
  -2 | 11 | 2 | 0 | -9 | -2 | 9 | 2 | -8 | 1 | 12
Cc1cc(NC(=O)c2cccs2)n(-c2ccccc2)n1
  -12 | 14 | -15 | -2 | -18 | 2 | -8 | 8 | -48 | -1 | 20
OCCNCc1cc(Br)ccc1OCc1ccccc1Cl
  22 | 10 | 7 | 12 | 14 | 1 | -1 | -7 | 5 | -7 | 8
O=C(COC(=O)c1cc(Cl)ccc1O)NCC1CCCO1 (stereo unspecified)
  8 | 17 | -11 | 1 | -3 | -1 | -4 | -11 | -3 | 8 | 4
COc1ccc(C(=O)NC(CO)c2nnc(SCc3ccc(Cl)c(Cl)c3)n2C)cc1 (stereo unspecified)
  -4 | 16 | 9 | 6 | -6 | -3 | 12 | 4 | -1 | -2 | 8
CS(=O)(=O)Nc1ccc2c(c1)ncn2CCc1ccccc1
  -15 | -11 | 5 | -2 | -35 | -2 | -1 | 11 | -10 | 6 | -14
CSc1ncccc1C(=O)Nc1nccs1
  5 | 11 | -10 | 4 | -23 | 2 | -4 | -25 | -2 | 1 | 2
COc1ccccc1C(OC(=O)c1ccco1)C(=O)NC(C)(C)C (stereo unspecified)
  2 | 17 | 2 | 4 | 15 | -1 | 0 | -26 | -14 | -10 | 3
CCOC(=O)C1CCCN(CCC(=O)Nc2cc(C)cc(C)c2)C1 (stereo unspecified)
  9 | 9 | -10 | -4 | -4 | 1 | -7 | 3 | 4 | -9 | 16
CN(C)S(=O)(=O)c1ccc(Cl)c(C(=O)NNC(=O)Cc2nc3ccccc3n2C)c1
  1 | 17 | -9 | 14 | 5 | 3 | -11 | 1 | -15 | 17 | 9
COc1ccc(N2CCN(CCCNC(=O)CN3CCN(Cc4ccccc4C)C3=O)CC2)cc1
  -6 | 6 | 16 | 7 | 6 | 3 | 13 | -12 | 18 | -22 | 9

Only part of the results is shown. The share of hits here may be higher or lower than overall.
